# NTR1 ag: agonists of NTR1, primary screen, imaging, U2OS cells, beta-arrestin-GFP, high content (AID 493036); activation, % at 20 µM; actives 0.17% (n = 330,000); NTR1-U2OS beta-arrestin-GFP spot imaging, agonist mode; Neurotensin receptor type 1 (Homo sapiens), P30989;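 active means activation at or above 40% of the spot to cytoplasm intensity ratio, with at least 20 cells analyzed; inconclusive means wells under 20 cells, flagged as cytotoxic or low count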;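 further: 0% = DMSO without peptide and 100% = 100 nM NTR1 peptide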
# Target sequence (P30989 whole entry, looked up): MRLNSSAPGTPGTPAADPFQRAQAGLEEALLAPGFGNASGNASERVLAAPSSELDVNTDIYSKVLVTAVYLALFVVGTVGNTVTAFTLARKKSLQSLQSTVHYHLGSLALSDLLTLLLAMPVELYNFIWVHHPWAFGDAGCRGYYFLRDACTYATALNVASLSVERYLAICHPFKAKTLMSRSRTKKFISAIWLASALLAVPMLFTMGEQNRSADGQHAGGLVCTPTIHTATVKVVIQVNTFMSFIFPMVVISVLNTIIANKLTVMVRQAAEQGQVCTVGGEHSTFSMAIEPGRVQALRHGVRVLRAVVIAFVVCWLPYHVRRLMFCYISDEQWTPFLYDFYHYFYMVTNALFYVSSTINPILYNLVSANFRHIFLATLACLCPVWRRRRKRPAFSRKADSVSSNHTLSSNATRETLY
# SV40 large T antigen: SV40 large T antigen inhibitors, biochemical (AID 1903). SV40 large T antigen ATPase/helicase inhibition assay; higher % means a stronger effect. one-dose inhibition, % at 20 µM; IC50 in µM for titrated hits. actives 0.39% (n = 310,000); in the data active means a potency from the dose series; inconclusive means inhibition mostly from about 32% at the one dose, without a potency; inactive means the rest, 99 in 100 with inhibition below about 32%; further: strong numbers were not always called active
# MgcRacGAP inhibition: MgcRacGAP GTPase-activating activity inhibitors, confirmation, biochemical, ADP Hunter fluorescence. inhibition, % at 30 µM; hits with a dose series show IC50 in µM. MgcRacGAP-stimulated Rac1 GTP hydrolysis, ADP Hunter fluorescence; higher % means a stronger effect; GST-tagged Rac1 F28L mutant substrate. actives 0.6% (n = 340,000);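 active means first-screen hits whose inhibition reached a set limit at any dose in the follow-up dose series; inconclusive means inhibition above the set first-screen limit but never retested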;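 further: fluorescence reports GDP produced by GAP-driven GTP hydrolysis; strong numbers were not always called active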
# Myeloid diff 2: induction of myeloid progenitor differentiation, primary screen, cell-based, flow cytometry, MLPCN library; ER-HoxA9 myeloid progenitors, lysozyme-GFP differentiation; calls only at 10 µM; actives 1% (n = 360,000);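 active means normalized GFP-positive differentiation at or above the plate's own cutoff, the solvent-only control mean plus 3 SD; inconclusive means no clear call, values can overlap the other calls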;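 further: cells exposed to compound for four days before flow analysis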
# T cell HTS: modulators of CD8 T cell-vesicle binding, primary screen, mouse 2C CD8+ T cells, flow cytometry. actives 0.068% (n = 330,000). 2C CD8+ T cell-vesicle binding; hits give low values. calls only at 7 µM;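 active means response, share of CD8 T cells binding vesicles, and their 90th percentile fluorescence all below set limits, cut at about 80% in these data, passing the limit was not always enough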
#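 incubation = binding step 1.5 h, 37 °C, antibody labelling 20 min, ice | test system = 2C mouse CD8+ T cells | read-out basis = percent CD8+ FL2 mean versus row control | controls = Peptide-free naked vesicles (low) and QL9 vesicles with 0.7% DMSO vehicle (high) | detection = flow cytometry of vesicle-bound cells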
# K1F lysis inhibition: inhibition of K1F phage lysis, E. coli UTI89, bacterial capsule biogenesis inhibitors, alamar blue (AID 488966). inhibition, % at 100 µM, or IC50 in µM where a hit was titrated. E. coli UTI89 K1F phage lysis, alamar blue, 2 h; higher % means a stronger effect. actives 0.02% (n = 340,000);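 active means phage lysis inhibition, versus mean bacterial control, above a set limit; inconclusive means no clear call, values can overlap the other calls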;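 further: capsule biogenesis inhibitors block K1F phage lysis so surviving cells raise fluorescence; higher fluorescence means more inhibition of phage lysis; actives were called in the ten point dose series up to 300 µM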
# PhoP inhibition: inhibitors of PhoP regulon expression, primary screen, Salmonella Typhimurium, GFP reporter (AID 1863); S. Typhimurium PhoP-regulated promoter GFP reporter, 4 h; higher % means a stronger effect; one-dose inhibition, % at 50 µM; IC50 in µM for titrated hits; actives 0.16% (n = 300,000);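 active means inhibition over 29.93%, a cutoff 3 SD above the screen mean, later confirmed by dose response; inconclusive means inhibition over 29.93% but no dose response follow-up; inactive means inhibition at most 29.93% or unconfirmed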;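 further: 0% = low Mg2+ inducing control and 100% = high Mg2+ repressing control; strong numbers were not always called active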
# RSV antiviral HEp-2: RSV antiviral activity via CPE protection, HEp-2 cells, primary 10 µM value included (AID 2391); CPE inhibition, % at 10 µM; hits with a dose series show IC50 in µM; HEp-2 cells, RSV-induced CPE inhibition; higher % means a stronger effect; actives 0.13% (n = 310,000); in the data active means a potency from the dose series; inconclusive means CPE inhibition mostly from about 23% at the one dose, without a potency; inactive means the rest, 99 in 100 with CPE inhibition below about 21%; further: strong numbers were not always called active
# TNAP activation fold: human TNAP enzyme activators, primary screen, biochemical, luminescent, no phosphate acceptor, uHTS (AID 1001); actives 0.03% (n = 200,000); activation fold at 20 µM; hits with a dose series show EC50 in µM; Alkaline phosphatase, tissue-nonspecific isozyme (Homo sapiens); purified TNAP, luminescent activation assay, no phosphate acceptor; higher activation fold means a stronger effect; in the data active means activation fold from about 3, or a potency from the dose series; inactive means the rest, 99 in 100 with activation fold below about 1.6; further: many of its hits are not listed in these tables
# T cell HTS vesicle-bound %: further read-out of T cell HTS, marked with its call; double positive events, %; measured here: CD8+ vesicle-bound cell fraction;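 binding gate set so that unloaded-vesicle control wells show 10% double positive cells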
# NTR1 ag cell count 20 µM: further read-out of NTR1 ag, marked with its call; cell count; measured here: cell count, cytotoxicity flag
# Myeloid diff 2 GFP+ MAC1+ %: further read-out of Myeloid diff 2, marked with its call; GFP+ MAC1+ double positive, %; measured here: differentiation confirmed by MAC1 staining
# Active calls of the source: *; i = inactive; ? = inconclusive; . = no result given; & = joins results of further samples; [ ] = dose if it differs, or a comment.
SMILES,NTR1 ag,NTR1 ag cell count 20 µM,SV40 large T antigen,MgcRacGAP inhibition,Myeloid diff 2,Myeloid diff 2 GFP+ MAC1+ %,T cell HTS,T cell HTS vesicle-bound %,K1F lysis inhibition,PhoP inhibition,RSV antiviral HEp-2,TNAP activation fold
COCCNC(=O)c1cccc(OC2CCN(Cc3ccccc3C)CC2)c1,1.4,69,-8%,14%,i,0.4,i,30,1.4%,9%,-0.9%,.
COc1cccc(CNC(=O)Cc2ccc(Br)cc2)c1,-0.5,57,97%,-2%,i,0.4,i,30,1.8%,-1%,-0.6%,1
Cc1nn(C)c(C)c1S(=O)(=O)N(CC(=O)Nc1nccs1)c1ccc(C(C)C)cc1,1.7,71,4%,2%,i,2.6,i,43,0.0%,-2%,0.5%,1.1
COc1ccc2oc3cc(C)[n+]([O-])c(-c4ccc(Cl)cc4)c3c2c1,3.9,39,-6%,6%,i,0.4,i,4,0.8%,7%,11%,1
Cc1cc(/C=C2/NC(=O)NC2=O)c(C)n1-c1cccnc1,0.2,89,19%,7%,i,1.4,i,36,2.3%[50 µM],-11%,5.2%,1.1
O=S(=O)(NCc1csc(-c2cccnc2)n1)c1ccc(F)cc1,-0.9,66,.,-44%,i,2.7,i,12,-0.1%,4%,1.1%,.
CCOC(=O)C1(CCCCCCOc2ccc(Cl)cc2)CO1 (stereo not given),-0.6,59,12%&-3%,.,.,.,i,48,.,8%&0%,-0.4%,1.1
Cc1ccccc1N1C(=O)c2ccccc2C1Nc1cccnc1 (stereo not given),0.6,65,4%,6%,i,2.0,i,14,1.1%,0%,0.1%,0.9
CC(=O)Nc1ccc(NC(=O)COC(=O)c2c(C)nn(-c3ccccc3)c2C)cc1,-0.7,55,5%,3%,i,0.7,i,12,0.7%,-6%,2.5%,1
COc1ccc(C(=O)N/N=C(\C)CC(=O)Nc2ccc3c(c2)OCO3)cc1,1.1,36,4%,0%,i,0.9,i,14,0.1%,-4%,1.5%,.
C=CCOc1ccc(/C=C2\SC(N)=NC2=O)cc1OC,-0.1,93,-2%,8%,.,.,i,54,0.1%,5%,1.1%,.
CC(=O)Nc1ccc(-c2nn[nH]n2)cc1Cl,-3.1,70,18%,7%,i,0.3,i,59,-1.4%,-10%,2.0%,1.1
O=C(NNC(=O)c1ccc(NC(=O)c2ccccc2)cc1)c1ccc(F)cc1,0.2,54,12%,8%,i,0.5,i,8,0.0%[50 µM],-3%,0.7%,.
Cc1ccc(NC(=S)N/N=C/c2c(Cl)cccc2Cl)c(C)c1,8.8,63,30%,1%,?,.,i,50,1.7%,-7%,9.2%,1.1
CN(C)c1ccc(C=C2C(=O)OC(C)(C(C)(C)C)OC2=O)cc1 (stereo not given),0.6,66,28%,12%,i,0.8,i,48,1.1%,-3%,3.2%,1
C[C@H](CO)N1C[C@H](C)[C@@H](CN(C)S(=O)(=O)c2cccs2)Oc2c(NS(=O)(=O)c3ccc(F)cc3)cccc2C1=O,-3.9,7,.,13%,i,0.7,i,10,0.1%,.,.,.
Cc1ccccc1NC(=O)CN(C)S(=O)(=O)c1cccs1,16,35,7%,4%,i,5.7,i,20,0.2%,-1%,0.3%,.
CC1CC(C)CN(C(=O)c2ccc(Br)c(S(=O)(=O)N3CCOCC3)c2)C1 (stereo not given),0.6,53,.,2%,i,0.5,i,34,-0.1%[50 µM],.,0.3%,.
CC(C)OC(=O)CC12CN(C)CC(CC(=O)OC(C)C)(CN(C)C1)C2=O,1.3,37,15%,14%,i,1.5,i,8,2.0%,16%,.,1
CNC(=O)c1[nH]cnc1C(=O)NCC(=O)OCc1ccccc1,2.6,62,8%,6%,i,1.4,i,19,-0.1%,0%,1.5%,.
CO/N=C/c1cn(-c2ccc(Cl)cc2)nn1,0.7,50,6%,1%,i,0.1,i,58,-1.6%,1%,5.5%,1.2
Cc1ccccc1OC(C)C(=O)Nc1cccnc1 (stereo not given),-1.3,54,26%,3%,i,0.1,i,21,0.8%,-2%,1.8%,.
Cc1ccccc1N(CC(=O)N1CCN(c2ccccc2)CC1)S(C)(=O)=O,-0.3,85,20%,7%,i,0.9,i,20,0.1%,3%,0.4%,1.1
CCCn1nnc(NC(=O)c2ccc(OC)cc2)n1,-2.5,49,4%,6%,i,1.0,i,49,-1.1%,1%,1.1%,1.2
Cc1cc(C)n2nc(SCC#N)nc2n1,4.3,52,-2%,3%,i,2.0,i,40,6.7%,2%,0.4%,1.1

# Single entries from the entries so far:
# NTR1 ag cell count 20 µM with C[C@H](CO)N1C[C@H](C)[C@@H](CN(C)S(=O)(=O)c2cccs2)Oc2c(NS(=O)(=O)c3ccc(F)cc3)cccc2C1=O → 7
# MgcRacGAP inhibition with Cc1cc(/C=C2/NC(=O)NC2=O)c(C)n1-c1cccnc1 → 7%
# RSV antiviral HEp-2 with COc1cccc(CNC(=O)Cc2ccc(Br)cc2)c1 → -0.6%

# Additional compounds
SMILES,NTR1 ag,NTR1 ag cell count 20 µM,SV40 large T antigen,MgcRacGAP inhibition,Myeloid diff 2,Myeloid diff 2 GFP+ MAC1+ %,T cell HTS,T cell HTS vesicle-bound %,K1F lysis inhibition,PhoP inhibition,RSV antiviral HEp-2,TNAP activation fold
CCN1C(=O)N[C@@H](c2cccc(F)c2)C(C(C)=O)=C1C,-5.4,94,1%,0%,i,2.6,i,20,-1.0%,1%,0.3%,.
O=C(C1CCCO1)N1CCc2ccccc21 (stereo not given),0.2,78,10%,2%,i,1.1,i,61,0.3%,0%,0.9%,1.2
CC(C)(C)NS(=O)(=O)c1ccc(NC(=O)C2CCCO2)cc1 (stereo not given),-0.3,63,25%,10%,i,0.1,i,58,?,-9%,0.8%,.
CC1CCC(C(=O)NC(C(=O)NCCN2CCC(C)CC2)C(C)C)CC1 (stereo not given),.,.,4%,6%,i,0.6,.,.,0.3%,-6%,.,1.1
Cc1ncc(CO)c2cc(C(=O)Nc3cccc(F)c3)c(=Nc3cccc(C(N)=O)c3)oc12,6.7,93,9%,10%,i,0.4,i,15,0.2%,14%,0.1%,.
COc1ccc(C)cc1Nc1n[n+](-c2ccccc2)c(-c2ccc(C(=O)O)cc2)s1,-3.8,68,26%,4%,i,1.3,i,18,0.5%,-2%,-0.5%,.
C[C@@H]1CCC[C@]2(O[C@H](CCO)C[C@H](O)[C@H]2O)O1,-0.7,41,10%,-1%,i,1.6,i,60,1.6%,10%,0.4%,.
O=C(COC(=O)CNC(=O)c1sc2ccccc2c1Cl)Nc1cc(Cl)cc(Cl)c1,-0.6,41,13%,15%,i,0.2,i,59,0.1%,7%,2.8%,1.1
COc1ccc(COC(=O)C2CCN(S(=O)(=O)c3cccs3)CC2)cc1,3.6,60,2%,11%,i,0.9,i,29,0.6%[50 µM],-1%,0.7%,.
CCOc1ccc(N=CNc2ccc(OCC)cc2)cc1,0.4,88,30%,10%,i,0.3,i,38,0.3%,-6%,0.4%,.
COC(=O)C(C)N1C(=O)S/C(=C/c2cc(C)n(-c3ccccn3)c2C)C1=O (stereo not given),-3.2,93,22%,12%,i,0.8,i,59,3.9%,4%,5.1%,1.1
N#CCCn1cc(C(=O)N2CCCCC2)c(-c2cccc([N+](=O)[O-])c2)n1,-0.1,61,11%,-2%,i,0.5,i,24,0.4%,-2%,2.2%,1
Cc1sc2nc(SCC(=O)Nc3ccc(S(=O)(=O)NCCCC(=O)O)cc3)[nH]c(=O)c2c1C,0.4,59,2%,3%,i,0.2,i,51,-0.9%,1%,0.7%,1.1
Cc1nn(CC(=O)c2ccccc2)c(=O)c2nn(-c3ccccc3F)c(C)c12,-1.2,65,19%,2%,i,1.2,i,40,0.6%[50 µM],-2%,3.2%,1.1
Cc1nc2c3cc(F)ccc3n(Cc3ccccc3F)c2s1,1.0,68,4%,7%,i,0.2,i,38,2.3%,2%,-1.3%,1.1
CCCc1cc(=O)oc2cc(OC(C)C(=O)NCC3CCC(C(=O)O)CC3)c(Cl)cc12 (stereo not given),1.0,92,15%,4%,i,2.5,i,23,7.5%,3%,.,.
O=C1NN=C(c2ccc(Br)cc2)CC1c1ccc(Cl)cc1 (stereo not given),8.3,75,10%,7%,i,0.1,i,28,-0.7%,3%,0.8%,1.1
COc1ccc(C2C(C#N)=C(N)OC3=C2C(=O)CC(C)(C)C3)cc1Cn1cc([N+](=O)[O-])cn1 (stereo not given),-0.3,91,16%,-1%,i,0.4,i,41,-0.6%,26%,1.2%,1.1
O=S(=O)(c1ccccc1)n1ccc2ccccc21,0.8,52,23%,10%,i,0.9,i,46,0.9%,3%,2.2%,1
Cc1ccc(-n2c(C)cc(C(=O)COC(=O)c3ccc[nH]c3=O)c2C)cc1C,0.7,50,9%,7%,i,1.5,i,29,3.2%,8%,7.0%,1
COCCNC(=O)CS(=O)Cc1nc(-c2ccc(Cl)cc2)oc1C (stereo not given),-1.2,56,5%,10%,i,2.0,i,34,-1.1%,3%,1.6%,1.1
O=c1[nH]c2cccnc2n1-c1cccc([N+](=O)[O-])c1,0.2,66,12%,.,.,.,i,23,.,4%,3.0%,.
Cc1oc2cc3oc(=O)c(CCC(=O)NCCCN4CCCC4=O)c(C)c3cc2c1C,1.8,89,.,6%,i,2.4,i,54,5.5%,.,0.0%,.

# In the list so far, these contain a nitro group on carbon.
SMILES,NTR1 ag,NTR1 ag cell count 20 µM,SV40 large T antigen,MgcRacGAP inhibition,Myeloid diff 2,Myeloid diff 2 GFP+ MAC1+ %,T cell HTS,T cell HTS vesicle-bound %,K1F lysis inhibition,PhoP inhibition,RSV antiviral HEp-2,TNAP activation fold
N#CCCn1cc(C(=O)N2CCCCC2)c(-c2cccc([N+](=O)[O-])c2)n1,-0.1,61,11%,-2%,i,0.5,i,24,0.4%,-2%,2.2%,1
COc1ccc(C2C(C#N)=C(N)OC3=C2C(=O)CC(C)(C)C3)cc1Cn1cc([N+](=O)[O-])cn1 (stereo not given),-0.3,91,16%,-1%,i,0.4,i,41,-0.6%,26%,1.2%,1.1
O=c1[nH]c2cccnc2n1-c1cccc([N+](=O)[O-])c1,0.2,66,12%,.,.,.,i,23,.,4%,3.0%,.

# Screening results as filed in PubChem BioAssay.
